Integrin act MD – activators of alpha7 integrin expression for muscular dystrophy; alpha7betagal myoblasts, beta-gal FDG fluorescence, 48 h; Potency, µM (titrated, usually from 38.3 µM), inactives show top-dose activation, usual class: activators; 350,000 compounds, 0.064% hits; AID 624291;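 note: potency is the fitted concentration of half-maximal effect; 100% = response of the positive control SU9516; nearly all actives have a fitted effect of over 60% in size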
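Alpha7betagal+/- myoblasts (passage 13) were plated 16-24 hr, then exposed to compounds (1:260 dilution of DMSO stock) for 48 hours at 37C. After MPER lysis, β-galactosidase reporter activity was read as FDG fluorescence (ex 480/em 540) after 30 minutes.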
TSG101-PTAP inh – blocks PTAP/TSG101 interaction to inhibit HIV-1 budding; Q99816; Fluorescence polarization, FITC-PTAP peptide / Tsg101 binding; Potency, µM (doses to about 115 µM), for inactives: at the highest dose activity change, negative = inhibition, hits mostly inhibitors; 340,000 tested, under 10 active; active = well fitted inhibition curve with a large enough effect in the main read-out, with a control signal flat, not every such curve was filed as active; inconclusive = small, poorly fitted or top-dose-only effect, or effect the other way, or a change in a side signal; inactive = no such curve, though single readings can be large or run the other way; note: potency is the fitted concentration of half-maximal effect; % of control where 0% means no effect
Target sequence (Q99816 whole entry, looked up): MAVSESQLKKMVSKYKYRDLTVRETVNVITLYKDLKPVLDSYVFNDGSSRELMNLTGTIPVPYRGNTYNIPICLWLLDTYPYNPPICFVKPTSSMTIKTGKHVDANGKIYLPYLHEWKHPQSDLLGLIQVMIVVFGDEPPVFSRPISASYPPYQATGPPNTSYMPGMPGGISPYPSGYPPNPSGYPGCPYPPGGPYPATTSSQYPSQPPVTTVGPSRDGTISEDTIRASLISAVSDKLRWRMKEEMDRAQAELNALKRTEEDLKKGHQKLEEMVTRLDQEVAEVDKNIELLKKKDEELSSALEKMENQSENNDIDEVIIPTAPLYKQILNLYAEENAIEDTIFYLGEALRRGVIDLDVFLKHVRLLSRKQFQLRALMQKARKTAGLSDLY
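Fluorescence anisotropy tracks displacement of a FITC-tagged PTAP peptide (50 nM) from the Tsg101 binding domain (10 uM), following a 20 min room-temperature incubation at pH 7.5.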
TRPV1 ag – human TRPV1 agonism; TRPV1-expressing cells, Fluo-8 calcium influx, agonist mode; activation, % at 8.33 µM; 320,000 compounds, 0.19% hits; AID 540275; in the data active = activation above about 80%; inconclusive = between about 30% and that limit; note: 0% is about no effect
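Cells expressing TRPV1 were dye-loaded with Fluo-8 and read kinetically: 10 s baseline, 3 min after compound (agonist portion), then 2 min after EC20 capsaicin (allosteric enhancer portion). Calcium-bound dye fluorescence at 480/520 nm.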
AT treatment – potential ataxia-telangiectasia treatments restoring KAP-1 phosphorylation; […] A-T fibroblasts, KAP-1 phosphorylation AlphaLISA; neocarzinostatin DNA damage 30 min before lysis; Potency, µM (highest dose often 57.5 µM), for inactives: top-dose activation, hits mostly activators; 320,000 compounds, 0.19% hits; AID 485349; note: potency is the fitted concentration of half-maximal effect; % of control where 0% means no effect; nearly all actives have a fitted effect of over 45% in size
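hTERT-immortalized A-T patient fibroblasts ([…]), 500 cells/well in OPTI-MEM, 1% FBS, got compounds for 60 min, then NCS for 30 min at 37C. Lysates were then assayed for phospho-KAP-1 by AlphaLISA (anti-pKAP1 donor, anti-KAP1 acceptor beads), 6 hr at 25C.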
B2AR arrestin – recruits beta-arrestin to the human beta2-adrenergic receptor; beta-arrestin recruitment to beta2AR, cell-based reporter; Potency, µM (doses to about 46.1 µM), for the others: at the highest dose activation, hits mostly activators; 330,000 compounds, 0.02% hits; AID 492947;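 note: potency is the fitted concentration of half-maximal effect; 0% = DMSO controls and full agonism = EC100 isoproterenol or metaproterenol; nearly all actives have a fitted effect of over 65% in size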
Target sequence (P07550 whole entry, looked up): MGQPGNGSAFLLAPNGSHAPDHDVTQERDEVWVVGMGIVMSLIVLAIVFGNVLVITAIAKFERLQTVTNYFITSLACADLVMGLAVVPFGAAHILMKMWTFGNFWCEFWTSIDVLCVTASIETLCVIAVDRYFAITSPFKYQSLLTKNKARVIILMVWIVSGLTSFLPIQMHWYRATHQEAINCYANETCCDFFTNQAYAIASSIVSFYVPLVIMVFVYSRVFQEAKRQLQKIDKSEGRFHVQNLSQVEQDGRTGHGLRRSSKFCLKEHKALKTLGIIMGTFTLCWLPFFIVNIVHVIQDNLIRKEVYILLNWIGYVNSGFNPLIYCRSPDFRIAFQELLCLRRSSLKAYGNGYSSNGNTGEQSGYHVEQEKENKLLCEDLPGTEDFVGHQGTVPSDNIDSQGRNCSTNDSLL
ELG1 repair inh – blocks ELG1-dependent DNA repair in HEK293T cells; HEK293T ELG1-luciferase reporter, luminescence, 16 h; DNA damage induced by 5-fluorouridine; Potency, µM (highest dose often 46.1 µM), for inactives: at the top dose activity change, negative = inhibition, usual class: inhibitors; AID 504467; 330,000 compounds, 2.3% hits; note: potency is the fitted concentration of half-maximal effect; % is set by controls: 0 for no effect and ±100 for the full control effect; nearly all actives have a fitted effect of over 55% in size
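5-Fluorouridine DNA damage + compound/DMSO, 2,000 cells/well, 16 h, 37 °C/5% CO2. ONE-Glo, 30 min RT, luminescence. Readout = decrease in reporter signal.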
CXXC DNA block – inhibitors of human MLL CXXC domain-DNA interaction; Q03164; MLL-CXXC / FITC-HOXA9 DNA fluorescence polarization; Potency, µM (doses to about 115 µM), inactives show at the top dose activity change, negative = inhibition, most hits filed as inhibitors; 290,000 compounds, 0.037% hits; AID 2662; active = well fitted inhibition curve with a large enough effect in the polarisation, with a control signal flat, not every such curve was filed as active; inconclusive = small, poorly fitted or top-dose-only effect, or effect the other way, or a change in a side signal; inactive = no such curve, though single readings can be large or run the other way; the % refers to the polarisation; note: potency is the fitted concentration of half-maximal effect
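Steps: dispense CXXC domain solution (7 uM) → pin compounds or unlabeled HOX-A9 DNA control → 5 min ambient → add FLSN-HOX-A9 solution (50 nM) → spin → 30 min ambient → fluorescence polarization. Tris pH 7.5/NaCl/DTT/BSA buffer.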
BRCA1 expr act – activators of BRCA1 expression; MCF7-BRCA1-FFLuc reporter, luminescence, 48 h; response scale: scaled: vehicle 0%, 10 µM genistein 100%; Potency, µM (series often up to 46.1 µM), for inactives: at the top dose activation, most hits filed as activators; 380,000 compounds, 1.1% hits; AID 624202; note: potency is the fitted concentration of half-maximal effect; nearly all actives have a fitted effect of over 80% in size; some results filed as inactive show a strong effect at the top dose
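Luminescence from a BRCA1-driven firefly luciferase in MCF7 cells was read after 48 h compound exposure at 37 C. Data normalized against DMSO and a 10microM genistein activation control, then curve-fitted across the titration.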
TCR activator – T cell receptor activation. primary human leukocytes, anti-CD3, IL-2 HTRF, 48 h. 330,000 tested, under 10 active. Potency, µM (doses to about 9.22 µM), for the others: top-dose activation of IL-2 secretion, hits mostly activators; note: % of control where 0% means no effect
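Readout: HTRF IL-2, Eu-cryptate/d2 antibody pair, 320nm excitation, 665nm emission. Stimulus: a-CD3 beads, no co-stimulation. Cells: primary human leukocytes. Exposure: 48 hr with compound.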
p53 reactivator – restores transcriptional activity of mutant p53; H1299 p53-A138V BP100-luciferase reporter, luminescence, 24 h; Potency, µM (highest dose often 92.2 µM), inactives show at the top dose activity change, positive = activation, actives largely listed as activators; 320,000 compounds, 0.063% hits; note: potency is the fitted concentration of half-maximal effect; % of control where 0% means no effect; nearly all actives have a fitted effect of over 45% in size
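p53-null H1299 cells stably carrying temperature-sensitive p53-A138V and a BP100-luciferase reporter were pinned with compounds (4-point, 1:5 series) and held 24 hrs at 37 deg C. Luminescence was read 10 min after detection reagent.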
* marks the source's active call; other numbers are inactive results; ? = inconclusive; . = not tested or not shown; & = joins results of further samples; [ ] = remark or other dose. Unless noted, calls come from the whole dose curve; as a rule, active = well fitted curve in the direction sought with a large enough effect; inconclusive = small, poorly fitted or top-dose-only effect, or another doubt; inactive = no such curve, though single readings can be large; an effect the other way counts as inactive or inconclusive.

SMILES	Integrin act MD	TSG101-PTAP inh	TRPV1 ag	AT treatment	B2AR arrestin	ELG1 repair inh	CXXC DNA block	BRCA1 expr act	TCR activator	p53 reactivator
COc1cc(SC)ccc1C(=O)OCC(=O)NCCNC(=O)COC(=O)c1ccc(SC)cc1OC	2%	-4%	22	-6%	-0.3%	4%	-8%	9%	8%	-6%
CCCc1cc(=O)oc2cc(C)cc(OCC(=O)N[C@@H](CSCc3ccccc3)C(=O)O)c12	-43%[inhibitor]	-5%	1	10%	0.0%	13%	-14%	1%	-6%	8%
O=C(Nc1ccc(F)cc1)Nc1ccc2ccccc2n1	-15%	-5%	-1	-6%	-0.3%	18%	-2%	-1%	-6%	10%
Cc1ccc(C)c(Oc2coc3cc(O)ccc3c2=O)c1	6%	-2%	7	3%	-0.8%	8%	6%	-7%	-1%	-2%
COc1ccc(OC)c(NC(=O)CSc2nnc3ccc(-c4ccccn4)nn23)c1	18%	-4%	0	13%	-1.3%	-1%	.	0%	-3%	-10%
C=CCNc1ncnc2ccc(Br)cc12	-26%	-5%	2	-13%	0.1%	?	-1%	-55%	-4%	9%
CCN(CCCNC(=O)C1CCCN(S(=O)(=O)c2cnc[nH]2)C1)c1ccccc1 (configuration not stated)	-9%	1%	-3	0%	-0.1%	-4%	2%	12%&0%	7%	-2%
O=C1/C(=C\c2ccc(O)c(O)c2)N=C2CCCCCN12	-31%	0%	30	0%	0.1%	?	97%[activator]	0%	6%	9%
COC(=O)CC1C(=O)NCCN1C(=O)Nc1ccc(Cl)c(Cl)c1 (configuration not stated)	-23%	-2%	2	-3%	0.1%	6%	-5%	4%	-4%	-4%
Cc1ccc(C(=O)CC(=O)c2ccc(C(C)(C)C)cc2)cc1	22%	-3%	16	4%	0.2%	?	3%	?	0%	6%
Cc1cc(C)nc(NC(=O)C(c2ccccc2)c2ccccc2)c1	8%	1%	15	-2%	0.1%	5%	4%	-24%	4%[46.1 µM]	4%
CC1CCc2c(nc3ncnn3c2Nc2ccc(OC(F)(F)F)cc2)C1 (configuration not stated)	?	-1%	?	1%	-0.3%	-16%	-4%	-41%	-11%[46.1 µM]	-3%
Cc1ccc(NC(=O)CN(C)C(=O)C(c2ccccc2)c2ccccc2)cc1	11%	-1%	?	6%	-1.1%	7%	.	-48%	0%	-5%
O=C(CC1C(=O)NCCN1Cc1ccccc1)NC1CCCCCC1 (configuration not stated)	0%	-5%	2	7%	-0.3%	22%	20%	15%	1%	-7%
CCOC(=O)c1cnc2c(N=Nc3ccccc3)c(N)nn2c1N	18%	-8%	-2	-3%	0.1%	?	35%[activator]	-27%	-5%	?
Cc1cc(NC(=O)CCCn2nc([N+](=O)[O-])c(Br)c2C)no1	-4%	-1%	0	-1%	0.0%	11%	-1%	2%	1%	9%
COC(=O)c1ccc(Cn2nnc3ccccc32)cc1	-15%	-2%	2	8%	-0.3%	-2%	-1%	-12%	-2%	-1%
COc1cccc2sc(Nc3nc(-c4ccccn4)cs3)nc12	.	.	?	10%	?	?	-2%	.	.	25µM*
O=C(COC(=O)c1cc[n+]([O-])cc1)Nc1ccc(Cl)cc1Cl	5%	-2%	.	-4%	0.1%	1%	.	8%	2%	8%
Cc1cccc(C(=O)Nc2ccc(C(=O)/C=C/c3cccnc3)cc2)c1	-24%	1%	9	8%	-3.5%	?	27%	-36%	-2%[46.1 µM]	-15%

Some of these compounds in order of SMILES length, descending.
SMILES	Integrin act MD	TSG101-PTAP inh	TRPV1 ag	AT treatment	B2AR arrestin	ELG1 repair inh	CXXC DNA block	BRCA1 expr act	TCR activator	p53 reactivator
COc1cc(SC)ccc1C(=O)OCC(=O)NCCNC(=O)COC(=O)c1ccc(SC)cc1OC	2%	-4%	22	-6%	-0.3%	4%	-8%	9%	8%	-6%
COc1ccc(OC)c(NC(=O)CSc2nnc3ccc(-c4ccccn4)nn23)c1	18%	-4%	0	13%	-1.3%	-1%	.	0%	-3%	-10%
Cc1ccc(NC(=O)CN(C)C(=O)C(c2ccccc2)c2ccccc2)cc1	11%	-1%	?	6%	-1.1%	7%	.	-48%	0%	-5%
Cc1cccc(C(=O)Nc2ccc(C(=O)/C=C/c3cccnc3)cc2)c1	-24%	1%	9	8%	-3.5%	?	27%	-36%	-2%[46.1 µM]	-15%
Cc1ccc(C(=O)CC(=O)c2ccc(C(C)(C)C)cc2)cc1	22%	-3%	16	4%	0.2%	?	3%	?	0%	6%
Cc1cc(C)nc(NC(=O)C(c2ccccc2)c2ccccc2)c1	8%	1%	15	-2%	0.1%	5%	4%	-24%	4%[46.1 µM]	4%
CCOC(=O)c1cnc2c(N=Nc3ccccc3)c(N)nn2c1N	18%	-8%	-2	-3%	0.1%	?	35%[activator]	-27%	-5%	?
Cc1ccc(C)c(Oc2coc3cc(O)ccc3c2=O)c1	6%	-2%	7	3%	-0.8%	8%	6%	-7%	-1%	-2%
COC(=O)c1ccc(Cn2nnc3ccccc32)cc1	-15%	-2%	2	8%	-0.3%	-2%	-1%	-12%	-2%	-1%

Additional records.
SMILES	Integrin act MD	TSG101-PTAP inh	TRPV1 ag	AT treatment	B2AR arrestin	ELG1 repair inh	CXXC DNA block	BRCA1 expr act	TCR activator	p53 reactivator
O=S(=O)(NCc1ccc(F)cc1)c1ccccc1Br	0%	1%	2	11%	0.1%	5%	.	-7%	5%	-2%
Cc1ccc(NC(=O)c2sc3nc(C)cc(C)c3c2N)cc1	-35%	1%	-3	15%	-1.1%	?	2%	-8%	5%	?
Nc1c(N2CCN(c3ccccc3)CC2)c2ccccc2oc1=O	-1%[7.66 µM]	-2%	9	1%	0.4%	18µM*	0%	0%	.	-4%
COC(=O)c1ccccc1C(=O)c1cccc2ccccc12	1%	-3%	-8	21%	-1.0%	3%	-17%	-28%	2%	.
COCCSc1ccccc1C(=O)Nc1ccc(Br)cc1	-10%	-1%	22	8%	-0.1%	9%	23%	5%	6%	0%
CN(C)S(=O)(=O)c1ccc(C(=O)NNC(=O)C2COc3ccccc3O2)cc1 (configuration not stated)	11%	0%	-1	1%	0.0%	-2%	1%	-4%	0%	-2%
O=C(Nc1ccccc1C(F)(F)F)N1CCN(c2ccccn2)CC1	11%	2%	1	-4%	-0.1%	-3%	-24%	2%	-5%	6%
Cc1ccc(SC/C(O)=C(\C#N)c2nc3ccccc3n2C)cc1	13%	8%	0	7%	-0.1%	?	-3%	13µM*	-2%	24%
O=C(NCCc1ccccc1)c1ccccc1F	20%	-2%	?	0%	0.3%	?	1%	44%	-6%	1%
COC(CNC(=O)CN1CCN(Cc2ccccc2F)C1=O)OC	13%	-4%	-7	23%	-1.0%	1%	30%	8%	2%	1%
CON(c1nc(Cl)nc(N(C)C)n1)S(=O)(=O)c1ccccc1Cl	-18%	-6%	0	-10%	0.0%	-10%	0%	-32%	1%	-3%
CCCn1c(SCC(=O)c2cc(C)n(C3CC3)c2C)n[nH]c1=O	10%	-6%	5	-17%	0.0%	?	.	60%	5%	?
O=C(CCCC1=NS(=O)(=O)c2ccccc2N1)N1CCN(c2ccccc2)CC1	6%	-10%	2	-2%	0.1%	?	-4%	2%	-2%	-3%
O=C(CCCOc1cccc(Br)c1)NC1CCC(O)CC1 (configuration not stated)	-9%	0%	17	21%	-0.1%	16%	-14%	-6%	2%	1%
CCCc1cc(=O)[nH]c(Nc2cc(OC)ccc2OC)n1	15%	1%	-3	1%	-0.3%	-10%	-2%	-13%	2%	0%
Nn1c(-c2cccc(Br)c2)n[nH]c1=S	11%	-5%	0	0%	-0.5%	-6%	-4%	0%	0%	2%
CN(c1ccc(C(=O)NC2CCCC2)cc1)S(=O)(=O)c1ccccc1	?	0%	10	6%	-0.2%	?	5%	15%	2%	1%
OC(COc1ccc(CN2CCSCC2)cc1)CN1CCCCC1 (configuration not stated)	-49%[inhibitor]	-2%	2	6%	-0.7%	4%	5%	-6%	-1%	1%
Cc1ccc2c(c1)-n1c(nc3cc(Cl)ccc3c1=O)C(CC(C)C)NC2=O (configuration not stated)	.	.	.	-1%	-0.5%	10%	.	.	.	0%
Cc1ccnc2nc(C(=O)N3CCN(S(=O)(=O)c4ccccc4)CC3)nn12	6%	-11%	-4	-5%	0.2%	5%	4%	4%	1%	1%
O=C1C=C(NCc2ccc(Cl)c(Cl)c2)CC1	-23%	-3%	?	.	-0.2%	7%	8%	-22%	-4%	-3%
COc1ccc(N(CC(=O)Nc2cccnc2)S(C)(=O)=O)cc1	0%	-5%	5	0%	-0.1%	9%	0%	-5%	6%	2%
Cc1ccc(F)cc1NC(=O)c1ccc(OCC2CCCO2)cc1 (configuration not stated)	-4%	-11%	.	10%	-1.6%	?	.	54%	3%	11%

High-throughput results (PubChem)
